Screening data deposited in PubChem BioAssay by several laboratories.
RmlCD inh 1536 = inhibitors of Mycobacterium tuberculosis RmlC and RmlD coupled enzymes. inhibition, % at 3.6 µM. actives 0.03% (n = 160,000). AID 1533. RmlC+RmlD coupled enzyme assay, percent inhibition; primary screen in compound mixtures. P9WH09+P9WH11; in the data active = inhibition mostly above about 34%, no sharp cut-off; inconclusive = no clear call, values can overlap the other calls; inactive = mostly below about 22%; note: some results filed as inactive read as strong as hits
Target sequence (P9WH09 whole entry, looked up): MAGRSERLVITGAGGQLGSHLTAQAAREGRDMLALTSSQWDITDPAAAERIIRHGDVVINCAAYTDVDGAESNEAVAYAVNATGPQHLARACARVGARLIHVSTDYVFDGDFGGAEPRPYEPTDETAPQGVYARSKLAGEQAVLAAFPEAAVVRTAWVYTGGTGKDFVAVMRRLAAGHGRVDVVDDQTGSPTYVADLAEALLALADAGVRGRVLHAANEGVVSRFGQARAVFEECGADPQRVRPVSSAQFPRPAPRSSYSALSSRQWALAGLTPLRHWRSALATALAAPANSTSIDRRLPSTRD
Target sequence (P9WH11 whole entry, looked up): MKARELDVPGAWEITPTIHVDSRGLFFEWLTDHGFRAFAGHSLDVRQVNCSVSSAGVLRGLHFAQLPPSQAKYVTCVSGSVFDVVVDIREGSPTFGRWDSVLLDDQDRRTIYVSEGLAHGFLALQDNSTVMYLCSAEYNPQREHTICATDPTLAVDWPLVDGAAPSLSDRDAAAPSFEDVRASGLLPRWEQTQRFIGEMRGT
GlmU inhibition = inhibition of mycobacterial GlmU enzyme – biochemical, glucosamine-1-phosphate acetyltransferase (AID 1376); M. tuberculosis GlmU acetyltransferase enzyme assay; higher % means a stronger effect; one-dose inhibition, %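 (tested at 30 µM in the primary screen)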; IC50 in µM for titrated hits; actives 0.25% (n = 220,000); in the data active = inhibition above about 13%; inconclusive = no clear call, values can overlap the other calls;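 note: 0% = complete reaction with vehicle and 100% = reaction without substrate; strong numbers were not always called active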
The depositor's hits bear a star. A portion of the library; count on the stated rates, not on these rows.

What do the screens show for `CC1CCCCN1CCn1c(=S)[nH]c2ncccc2c1=O` (centres undefined)?
GlmU inhibition: -0.9%

How did COc1ccc(N2C3=[N+](CCCC3)CC2(C)O)cc1 (centres undefined) do in these assays?
GlmU inhibition: -2.5%

How did O=C(c1cccc(S(=O)(=O)N2CCCCC2)c1)N1CCOCC1 do in these assays?
RmlCD inh 1536: 50.8; GlmU inhibition: 0.0%

What do the screens show for `Cc1ccc(-c2c(C#N)c(N)n(-c3ccccc3)c(=O)c2C#N)cc1`?
RmlCD inh 1536: -10.9

What do the screens show for `CCOc1ccc(OCc2ccc(C(=O)NN)o2)cc1`?
GlmU inhibition: -3.4%

Results for CCOC(=O)C1Cn2c(nc3c(c2=O)C2(CCCC2)Cc2ccccc2-3)S1 (centres undefined) ?
RmlCD inh 1536: -3.1; GlmU inhibition: 1.4%

How did Cc1nnc(SCc2ccccc2)[nH]c1=O do in these assays?
RmlCD inh 1536: 4.7; GlmU inhibition: 2.7%

Results for COc1ccccc1Nc1nc(NCCCCO)nc(N2CCCC2)n1 ?
GlmU inhibition: 0.3%

Results for C=CCNCC(=O)Nc1ccccc1SCC(=O)Nc1ccsc1C(=O)OC ?
GlmU inhibition: -2.3%

What do the screens show for `COC(=O)CCC(=O)NC(=S)Nc1ccc(S(=O)(=O)Nc2cc(OC)nc(OC)n2)cc1`?
RmlCD inh 1536: -9.2; GlmU inhibition: 5.6%

Results for O=C1C=C(c2cc3ccccc3s2)CCC1 ?
GlmU inhibition: 1.4%

What do the screens show for `Cc1ccc(C2=N/C(=C\N3CCCCC3)C(=O)O2)cc1`?
RmlCD inh 1536: -6.9; GlmU inhibition: 0.3%

Results for COc1ccccc1N(CC(=O)N1CCc2ccccc2C1)S(C)(=O)=O ?
RmlCD inh 1536: 6.3; GlmU inhibition: 1.0%

How did COc1ccc(N(C(=O)COc2ccccc2)C2C=CS(=O)(=O)C2)cc1 (centres undefined) do in these assays?
RmlCD inh 1536: 6.4; GlmU inhibition: 1.6%

What do the screens show for `COc1cc2ccccc2cc1C(=O)OCC(=O)N1CCOCC1`?
RmlCD inh 1536: -4.4; GlmU inhibition: -3.2%

How did Cc1ccc(CNC(=S)Nc2ccc(C)c([N+](=O)[O-])c2)cc1 do in these assays?
RmlCD inh 1536: 6.7; GlmU inhibition: 1.6%

How did CC1(C)Cc2c(sc3nc(SCC(=O)NCc4ccco4)n(-c4ccccc4)c(=O)c23)CS1 do in these assays?
GlmU inhibition: -5.1%

How did Cc1cccc(C)c1NC(=O)c1sccc1SCC#N do in these assays?
GlmU inhibition: 0.5%

Results for CC(C(=O)NC1=NCCS1)(C(F)(F)F)C(F)(F)F ?
GlmU inhibition: 1.7%

What do the screens show for `COc1ccc(C)cc1-n1c(=O)c2ccccc2c2ccccc2c1=O`?
RmlCD inh 1536: -5.8; GlmU inhibition: -3.2%

How did N#Cc1nc(-c2ccccc2)oc1N1CCCCC1 do in these assays?
RmlCD inh 1536: -4.4; GlmU inhibition: 3.4%

How did CC(=O)c1cccc(NC(=O)N2CCC(c3nnc(SCC(N)=O)n3C)CC2)c1 do in these assays?
RmlCD inh 1536: 5.3; GlmU inhibition: 12.8%*

What do the screens show for `Cc1c(C(=O)Nc2ccccn2)oc2ccccc12`?
RmlCD inh 1536: -0.6; GlmU inhibition: -2.7%

How did Cc1ccc(C(=O)N/N=C\c2ccc(-c3ccc(Cl)c(Cl)c3)o2)cn1 do in these assays?
RmlCD inh 1536: -0.7; GlmU inhibition: -1.6%

Results for Cc1c(Br)ccc(NC(=O)COc2ccccc2C(N)=O)c1C ?
RmlCD inh 1536: -2.2; GlmU inhibition: -1.8%

How did CC1=CCC(C(=O)O)(C(=O)N/N=C/c2cccs2)C(c2ccc(F)cc2)C1 (centres undefined) do in these assays?
RmlCD inh 1536: inconclusive; GlmU inhibition: 2.1%

How did COc1ccc2cc(C)c3nnc(SCC(=O)Nc4nc(-c5ccccc5)cs4)n3c2c1 do in these assays?
RmlCD inh 1536: 57.0; GlmU inhibition: -0.7%

Results for O=C1N(Cc2cccnc2)C[C@@H]2C[C@@H](c3ccc(C(F)(F)F)cc3)N3CCC[C@@]123 ?
GlmU inhibition: -1.1%

Results for O=C(/C=C/c1ccc(OC2CSC2)cc1)c1ccc(Cl)cc1 ?
RmlCD inh 1536: 6.8; GlmU inhibition: 1.9%

Results for CCCCn1c(=O)[nH]c(=O)c2c1nc(COc1ccc(C#N)cc1)n2CCC ?
RmlCD inh 1536: -2.9; GlmU inhibition: 7.2%

What do the screens show for `O=S(=O)(Nn1c(O)c(C=C2N=c3ccccc3=N2)sc1=S)c1ccccc1`?
RmlCD inh 1536: 3.3; GlmU inhibition: 7.1%

What do the screens show for `CC1(C)CC(=O)c2sc(NC(=O)CN3CCCCC3)nc2C1`?
GlmU inhibition: 5.0%

What do the screens show for `Cn1c(-c2ccccc2Br)n[nH]c1=S`?
GlmU inhibition: 5.1%

What do the screens show for `Cc1ccc(S(=O)(=O)N/N=C\c2cc([N+](=O)[O-])ccc2Cl)cc1`?
GlmU inhibition: 0.1%

How did O=[N+]([O-])c1ccc(C2Oc3ccccc3C3CC(c4ccccc4)=NN32)s1 (centres undefined) do in these assays?
RmlCD inh 1536: -13.9; GlmU inhibition: 3.3%

Results for Cc1nc(SCc2ccccc2)c([N+](=O)[O-])[nH]1 ?
RmlCD inh 1536: -9.2; GlmU inhibition: -3.4%

What do the screens show for `CCC(c1nnnn1C(C)(C)C)N1CCN(c2cc(Cl)ccc2C)CC1` (centres undefined)?
RmlCD inh 1536: 12.3; GlmU inhibition: 0.5%

What do the screens show for `COc1cc(CN(C)Cc2cc(=O)n3ccsc3n2)ccc1OC(F)F`?
RmlCD inh 1536: -8.6; GlmU inhibition: -1.9%

What do the screens show for `C=CCOC(=O)C1=C(C)N(C)C(=O)NC1c1cc2c(cc1Br)OCO2` (centres undefined)?
RmlCD inh 1536: 5.6; GlmU inhibition: 0.0%

How did O=C(NC12CC3CC(CC(C3)C1)C2)C1CC(=O)N(c2ccccc2)C1 (centres undefined) do in these assays?
RmlCD inh 1536: 7.1; GlmU inhibition: -5.9%

What do the screens show for `Cc1nc2nc(SCC(=O)N3CCOCC3)nn2c(C)c1Cc1c(F)cccc1Cl`?
RmlCD inh 1536: 7.2; GlmU inhibition: -1.8%

How did C#CCn1c(=NC(=O)c2ccc(S(=O)(=O)N3CCCc4ccccc43)cc2)sc2cc(S(N)(=O)=O)ccc21 do in these assays?
RmlCD inh 1536: -8.6; GlmU inhibition: 7.0%

How did Nc1c(Cl)cc(S(N)(=O)=O)cc1S(N)(=O)=O do in these assays?
RmlCD inh 1536: -3.3; GlmU inhibition: 0.9%

Results for CN(C)c1ccc(NC(=O)Nc2ccc3snnc3c2)cc1 ?
RmlCD inh 1536: 15.5; GlmU inhibition: -2.5%

What do the screens show for `Cc1ccc(NC(=S)N2CCN(C(=O)C3CCCO3)CC2)cc1` (centres undefined)?
RmlCD inh 1536: 7.6; GlmU inhibition: 0.0%

What do the screens show for `O=C1c2ccccc2C(Nc2ccc3c(c2)OCCO3)N1Cc1ccc2c(c1)OCO2` (centres undefined)?
RmlCD inh 1536: -7.7; GlmU inhibition: -0.3%

How did Cn1cc(S(=O)(=O)Nc2cccc(F)c2)c(=O)n(C)c1=O do in these assays?
RmlCD inh 1536: 7.8; GlmU inhibition: 1.4%

How did CCCCn1c(O)c(C(C)=Nc2cccc(C(=O)O)c2)c(=O)[nH]c1=O do in these assays?
RmlCD inh 1536: 0.5; GlmU inhibition: 1.1%

What do the screens show for `O=C(Nc1cccc(NC(=O)c2cccs2)c1)c1ccc2c(c1)OCCO2`?
RmlCD inh 1536: 6.0; GlmU inhibition: 4.3%

What do the screens show for `CSC1=N/C(=C\c2ccc(F)cc2)C(=O)S1`?
GlmU inhibition: 3.0%

How did COc1ccccc1CNc1ccc(N2CCCCC2)cc1 do in these assays?
RmlCD inh 1536: 11.2; GlmU inhibition: -0.3%

What do the screens show for `COC(=O)c1ccccc1NC(=S)NC(=O)c1ccc2ccccc2c1`?
RmlCD inh 1536: -6.3; GlmU inhibition: 6.9%

Results for Cc1ccc(/C=N/Nc2nnc(Cl)c3ccccc23)cc1 ?
GlmU inhibition: -2.7%

Results for O=C(Nc1ccccc1C(=O)NCCCn1ccnc1)c1ccccc1 ?
GlmU inhibition: -0.3%

Results for COc1ccc(N2CCN(c3oc(-c4ccc(OC)c(OC)c4)nc3C#N)CC2)cc1 ?
RmlCD inh 1536: -0.3; GlmU inhibition: 1.7%

Results for N#Cc1c(C(F)(F)F)cc(-c2ccc(Cl)c(Cl)c2)nc1SCCN1CCOCC1 ?
RmlCD inh 1536: -5.9; GlmU inhibition: 6.8%

How did COC(=O)c1ccccc1Sc1snnc1C do in these assays?
RmlCD inh 1536: -10.1; GlmU inhibition: -3.4%

What do the screens show for `Cc1ccc(-c2nn(-c3ccccc3)cc2C(=O)Nc2ccc(C(=O)O)cc2)cc1`?
GlmU inhibition: 0.2%

Results for CCN(CC)S(=O)(=O)c1ccc(/C=C/C(=O)N(c2ccccn2)C2CCCCC2)cc1 ?
RmlCD inh 1536: -2.2; GlmU inhibition: -1.0%

What do the screens show for `Cc1cc(O)c(C(C)C)cc1N=Cc1cc([N+](=O)[O-])ccc1O`?
GlmU inhibition: -0.7%

Twelve neighbouring records already listed, for reference:
What do the screens show for `O=C1c2ccccc2C(Nc2ccc3c(c2)OCCO3)N1Cc1ccc2c(c1)OCO2` (centres undefined)?
RmlCD inh 1536: -7.7; GlmU inhibition: -0.3%

How did Cn1cc(S(=O)(=O)Nc2cccc(F)c2)c(=O)n(C)c1=O do in these assays?
RmlCD inh 1536: 7.8; GlmU inhibition: 1.4%

How did CCCCn1c(O)c(C(C)=Nc2cccc(C(=O)O)c2)c(=O)[nH]c1=O do in these assays?
RmlCD inh 1536: 0.5; GlmU inhibition: 1.1%

What do the screens show for `O=C(Nc1cccc(NC(=O)c2cccs2)c1)c1ccc2c(c1)OCCO2`?
RmlCD inh 1536: 6.0; GlmU inhibition: 4.3%

What do the screens show for `CSC1=N/C(=C\c2ccc(F)cc2)C(=O)S1`?
GlmU inhibition: 3.0%

How did COc1ccccc1CNc1ccc(N2CCCCC2)cc1 do in these assays?
RmlCD inh 1536: 11.2; GlmU inhibition: -0.3%

What do the screens show for `COC(=O)c1ccccc1NC(=S)NC(=O)c1ccc2ccccc2c1`?
RmlCD inh 1536: -6.3; GlmU inhibition: 6.9%

Results for Cc1ccc(/C=N/Nc2nnc(Cl)c3ccccc23)cc1 ?
GlmU inhibition: -2.7%

Results for O=C(Nc1ccccc1C(=O)NCCCn1ccnc1)c1ccccc1 ?
GlmU inhibition: -0.3%

Results for COc1ccc(N2CCN(c3oc(-c4ccc(OC)c(OC)c4)nc3C#N)CC2)cc1 ?
RmlCD inh 1536: -0.3; GlmU inhibition: 1.7%

Results for N#Cc1c(C(F)(F)F)cc(-c2ccc(Cl)c(Cl)c2)nc1SCCN1CCOCC1 ?
RmlCD inh 1536: -5.9; GlmU inhibition: 6.8%

How did COC(=O)c1ccccc1Sc1snnc1C do in these assays?
RmlCD inh 1536: -10.1; GlmU inhibition: -3.4%

Following part
What do the screens show for `CCC(C)c1ccc(OCC(=O)Nc2ccc(Cl)cn2)cc1` (centres undefined)?
RmlCD inh 1536: 6.7; GlmU inhibition: -0.9%

What do the screens show for `CCOC(=O)c1cc2c(ccn2C)n1Cc1cc(C)ccc1C`?
RmlCD inh 1536: -10.7; GlmU inhibition: 2.0%

Results for CC1CCC2(CC1)NC(=O)N(CC(=O)c1ccc[nH]1)C2=O (centres undefined) ?
RmlCD inh 1536: -7.2; GlmU inhibition: 1.6%

What do the screens show for `O=c1c2ccccc2c(C=NC2CCN(Cc3ccccc3)CC2)c(O)n1Cc1ccc2c(c1)OCO2`?
RmlCD inh 1536: -12.2; GlmU inhibition: -1.0%

Results for CCOC(=O)C1CCCc2c1[nH]c1ccc(Cl)cc21 (centres undefined) ?
RmlCD inh 1536: 5.2; GlmU inhibition: -0.8%

What do the screens show for `Cc1ccc(O)c(NC(=O)c2cc3nc4c(c(C(F)(F)F)n3n2)CCc2ccccc2-4)c1`?
GlmU inhibition: -3.1%

Results for COc1ccc(CNC(=O)C(NC(C)=O)C(=O)Nc2ccc(OC)cc2)cc1 (centres undefined) ?
RmlCD inh 1536: 6.4

Results for NC(=O)CCSC(=S)N1CCOCC1 ?
RmlCD inh 1536: -5.8; GlmU inhibition: 0.5%

How did O=C(CCN1CCc2ccccc21)c1ccc2c(c1)OCCO2 do in these assays?
RmlCD inh 1536: 14.6; GlmU inhibition: -4.4%

Results for O=C1c2ccccc2C(=O)N1CCCc1c[nH]c2ccc(Cl)cc12 ?
RmlCD inh 1536: 2.4; GlmU inhibition: -3.2%

Results for Cc1cc2c(c(=O)n1CCN(C)C)C(c1ccc(Br)cc1)C(C#N)=C(N)O2 (centres undefined) ?
RmlCD inh 1536: 10.2; GlmU inhibition: -3.9%

What do the screens show for `O=C(CC1C(=O)NCCN1Cc1ccc(F)c(F)c1)NCCn1cccn1` (centres undefined)?
RmlCD inh 1536: -3.4; GlmU inhibition: 1.3%

Results for O=C(CNS(=O)(=O)c1cccc2nsnc12)NC1CCCCC1 ?
RmlCD inh 1536: -4.1; GlmU inhibition: -1.6%

What do the screens show for `O=C(Nc1ccc2c(c1)Cc1ccccc1-2)c1ccc(Br)o1`?
GlmU inhibition: 2.4%

What do the screens show for `CN1CC2(C(=O)c3ccccc3)CN(C)CC(C(=O)c3ccccc3)(C1)C2`?
GlmU inhibition: -4.6%

What do the screens show for `O=C(CCCOc1ccccc1)N1CCCc2ccccc21`?
RmlCD inh 1536: -3.4; GlmU inhibition: 4.3%

How did O=C(Oc1ccccc1-c1csnn1)c1cccs1 do in these assays?
RmlCD inh 1536: 7.3; GlmU inhibition: 6.9%
